Assay outcomes from PubChem.
SUMO Mot1 rescue: inhibitors of SUMOylation pathway: yeast Mot1-301 growth rescue; S. cerevisiae Mot1-301 growth rescue, ATP luminescence, 38.5C; percent above DMSO median, 100 means doubled; growth rescue, % at 18.8 µM; actives 1% (n = 320,000);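 active = every valid replicate shows activation above 250% relative to neutral control wells; inactive = the rest, any valid replicate at or below 250%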;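 note: OY570 slx delta 5 strain wells were the positive control but not used for scaling; some compounds called inactive have numbers as strong as hits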
HTR5A ag: HTR5A agonism, opioid heterodimer counter-screen; AID 504692; P47898; activation, % at 9.3 µM; HTR5A agonist assay, luminescence, cell-based; actives 0.61% (n = 340,000); in the data active = activation mostly above about 9.5%, no sharp cut-off; inactive = mostly below about 7.6%;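 note: 0% = cells with vehicle only and 100% = reference agonist; strong numbers were not always called active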
Target sequence (P47898 whole entry, looked up): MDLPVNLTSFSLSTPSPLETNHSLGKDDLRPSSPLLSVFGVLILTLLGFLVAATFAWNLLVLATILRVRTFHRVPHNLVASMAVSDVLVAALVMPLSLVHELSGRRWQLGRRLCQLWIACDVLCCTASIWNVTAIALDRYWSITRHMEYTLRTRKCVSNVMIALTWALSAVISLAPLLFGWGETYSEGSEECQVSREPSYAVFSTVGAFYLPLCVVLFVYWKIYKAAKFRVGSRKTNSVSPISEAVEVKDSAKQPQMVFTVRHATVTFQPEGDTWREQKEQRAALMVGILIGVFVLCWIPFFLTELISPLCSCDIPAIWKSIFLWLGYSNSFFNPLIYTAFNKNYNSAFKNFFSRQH
Pemphigus Ab inh: inhibitors of pemphigus antibody binding to human desmoglein-3 | DSG3-coupled beads, scFv-anti-DSG3-GFP binding, flow cytometry; active compounds read low | binding (percent of control), % at 10 µM | actives 0.48% (n = 310,000);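 active = binding more than 3 SD below its plate's average and above zero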;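 note: hits lower antibody fragment binding to DSG3; some compounds called inactive have numbers as strong as hits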
HTR5A inv ag: counter-screen for OPRM1-OPRD1 inverse agonists: human HTR5A inverse agonism; inhibition, % at 9.3 µM; HTR5A cell line, luminescence; actives 0.083% (n = 340,000); P47898; in the data active = inhibition mostly above about 23%, no sharp cut-off; inactive = mostly below about 18%;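 note: 0% = cells with DMSO and 100% = no-cell wells with DMSO; some compounds called inactive have numbers as strong as hits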
PKA-R1A act: PKA-R1A complex activation; PKA-R1A dissociation, Cy5-IP20 fluorescence polarization; scaled: DMSO 0%, 113 µM cGMP 100%; P00514+P68181; actives 0.083% (n = 340,000); activation, % at 11.4 µM;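 active = percent activation above the mean of all tested compounds plus 3 SD, cut at about 19% in these data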;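 note: higher means more PKAc released from R1A so a rise in polarization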
OPRM1-OPRD1 inv: inverse agonists of human mu-delta opioid receptor heterodimerization; inhibition, % at 9.3 µM; cell-based MOR-DOR heterodimer luminescence, inverse agonism; actives 0.21% (n = 340,000); in the data active = inhibition above about 22%, passing the limit was not always enough;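 note: 0% = cells with DMSO and 100% = wells without cells with DMSO; values of inactives mirror those of a sister screen read the other way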
phage Ecoli inh: E. coli growth loss with phage present; growth absorbance; inhibition, % at 11.9 µM; actives 0.26% (n = 360,000); AID 651602; in the data active = inhibition above about 11%
AddAB inh: less growth of phage-infected E. coli with AddAB; E. coli expressing H. pylori AddAB, absorbance growth; inhibition, % at 11.9 µM; actives 0.29% (n = 330,000); AID 435030; in the data active = inhibition above about 12%;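 note: 0% = vehicle wells of infected cells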
Ecoli viability: counter-screen for AddAB inhibitors: E. coli growth inhibition | E. coli V3065 growth, OD600 absorbance, 18 h | inhibition, % at 11.9 µM | actives 0.27% (n = 330,000);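 active = inhibition above the campaign's mean inhibition across all tested compounds plus 3 SD, cut at about 9.9% in these data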;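 note: uninfected addAB+ strain grown without phage in ampicillin broth; 0% = DMSO wells and 100% = ciprofloxacin 0.95 µg/ml wells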
PfHsp90 yeast 2: growth inhibition of yeast expressing Plasmodium Hsp90; inhibition, % at 9.4 µM; S. cerevisiae expressing PfHsp90, BacTiter-Glo ATP, 48 h; yeast lacking PDR1 and PDR3 efflux regulators; actives 0.32% (n = 310,000);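 active = every replicate shows inhibition above about 80%, whatever the replicate mean, limit read from the data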;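 note: 0% = DMSO neutral controls and 100% = 20 µM radicicol positive controls; yeast relying on Plasmodium falciparum Hsp90 in place of its own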
OPRM1-OPRD1 ag: OPRM1-OPRD1 heterodimerization agonism. cells, luminescence. P35372+P41143. actives 0.3% (n = 340,000). activation, % at 9.3 µM; in the data active = activation above about 18%;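 note: 0% = vehicle-treated cells and 100% = reference agonist; values of inactives mirror those of a sister screen read the other way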
Starred values were filed as active, the others as inactive; . = not tested or not shown.

SMILES	SUMO Mot1 rescue	HTR5A ag	Pemphigus Ab inh	HTR5A inv ag	PKA-R1A act	OPRM1-OPRD1 inv	phage Ecoli inh	AddAB inh	Ecoli viability	PfHsp90 yeast 2	OPRM1-OPRD1 ag
COc1cccc(NC(=O)C(=O)N/N=C(\C)CC(=O)Nc2ccc(NC(C)=O)cc2)c1	6.1	-0.9	98.4	-36.9	-4.1	17.3	-1.1	3.6	0.6	7.0	-3.5
COc1ccc(C(=O)NCCCN2CCOCC2)cc1Br	7.1	1.6	103.8	-5.8	-7.4	6.6	1.0	6.0	1.4	11.6	-1.4
Cc1ccc(NC(=O)CSc2nnc(-c3ccccn3)n2N)c(Br)c1	-6.0	.	111.0	.	.	.	-0.4	0.1	1.1	.	.
CC1CCCN(C(=O)CSCC(=O)N=c2sc3ccccc3n2C)C1 (stereo unspecified)	-8.9	1.7	.	-4.2	0.9	13.1	2.1	1.1	2.2	-10.0	-3.1
O=C(O)C(Cc1ccccc1)Nc1ccc([N+](=O)[O-])cc1[N+](=O)[O-] (stereo unspecified)	-22.5	-4.0	95.4	9.8	-3.3	9.7	1.5	2.2	-1.1	1.0	-1.7
CCc1ccc(NC(=O)CSc2nnc(-c3cccs3)n2CC)cc1	208.1	3.9	103.8	-5.7	6.7	-12.6	0.4	2.2	0.7	21.0	2.8
Cc1cc(Oc2ccccc2F)nc(NCc2ccccc2)n1	.	7.8	-3.2*	3.6	1.4	-71.4	0.8	.	.	-4.9	12.1
Cc1ccc(C(=O)NCC(=O)Nc2ccccc2C(F)(F)F)cc1	-0.9	2.0	98.4	-5.4	-1.8	12.4	4.5	0.3	-1.0	-11.3	-2.1
Cc1ccc(C(=O)N/C(=C\c2ccc(-c3ccccc3[N+](=O)[O-])o2)C(=O)NCCCN2CCOCC2)cc1	3.6	2.4	105.2	-9.7	-12.2	-38.9	1.9	-0.6	-0.4	12.5	7.3
Cc1ccccc1-n1c(C)nnc1SCC(=O)N1CCc2ccccc2C1	-14.3	1.8	101.8	4.7	1.6	-3.0	1.5	1.8	-1.9	19.8	0.6
COc1ccc(-n2c(SCC(=O)O)nnc2-c2ccc(NC(=O)c3ccccc3)cc2)cc1	11.4	5.7	100.9	-17.9	2.0	18.4	1.2	0.3	1.9	-14.0	-3.5
CCN1CCN(c2cc(C)c3cc(NC(=S)N4CCN(c5ccccc5F)CC4)ccc3n2)CC1	-2.4	2.5	96.1	-7.8	-7.3	11.9	0.5	-0.9	0.3	-8.5	-2.3
Cn1nnnc1SCc1cn2cccnc2n1	.	-2.2	95.2	6.2	-12.4	12.7	3.0	3.8	-2.4	7.8	-2.2
N#CCC(=O)NCCCOC(=O)Nc1ccc(Cl)c(Cl)c1	-5.9	1.2	96.0	-1.3	-11.9	1.0	0.7	1.1	-0.2	10.0	-0.2
CCNC(=O)c1ccccc1-c1nc(-c2ccccc2Cl)no1	85.5	-0.4	98.6	-37.5	0.7	11.4	1.7	-0.7	-1.5	11.6	-2.1
CCC1Oc2ccccc2N(CC(=O)NC2CC2)C1=O (stereo unspecified)	199.0	2.1	97.5	24.8	-2.3	1.1	1.9	0.7	0.4	6.9	-0.1
O=C(O)c1ccc(/C=N/NC(=O)c2cc3c(ccc4ccccc43)o2)cc1	124.0	-5.3	105.2	9.4	2.4	7.8	4.7	3.0	-1.4	-16.7	-1.5
COc1ccc(CNC(=O)C2COc3ccccc3O2)c(OC)c1 (stereo unspecified)	-12.0	-2.7	104.3	-16.1	-4.3	5.5	3.2	0.8	-0.1	.	-1.0
Cn1c(SCc2nc3ccccc3[nH]2)nnc1-c1cccs1	-14.6	-0.3	98.1	5.3	1.4	12.0	2.9	3.8	1.5	2.1	-2.2
CCOc1ccc(NC(=O)c2ccc(N)cc2)cc1	-21.7	3.6	105.8	-10.7	15.1	-0.1	2.1	5.8	0.4	18.1	0.0
Cc1c(C(=O)O)cccc1-c1ccc(/C=N/Nc2ccc(Br)cc2)o1	108.9	-0.3	103.0	0.9	-19.5	0.6	1.8	6.2	-0.2	-67.5	-0.1
O=C(COc1ccccc1[N+](=O)[O-])NCc1cccnc1	-0.9	0.0	.	-2.8	-16.6	13.2	2.7	4.3	0.2	0.4	-2.6
O=C(CSc1ccc(-c2nc3ccccc3[nH]2)cn1)Nc1ccc(S(=O)(=O)NC2CC2)cc1	144.4	1.9	118.6	13.3	4.3	0.8	3.1	1.7	0.0	-14.6	-0.1
O=C(Cn1cnc([N+](=O)[O-])c1)NCCc1ccccc1	-8.8	6.5	114.3	-24.3	-4.5	10.1	-0.9	2.9	-0.9	-0.4	-2.0
CCOc1ccc(NC(=O)CCS(=O)(=O)c2ccc3c(c2)CCCN3C(C)=O)cc1	.	2.0	.	0.6	-0.2	2.2	1.9	-0.6	1.4	45.9	-0.4
CCCN1C(=O)/C(=C/c2c(N3CCNC(=O)C3CC(=O)OCC)nc3c(C)cccn3c2=O)SC1=S (stereo unspecified)	-15.1	-4.5	161.5	2.2	-1.6	-0.4	.	0.0	0.9	0.0	0.1
Cc1ccccc1OCC(=O)N1CCN(C(=O)COc2ccccc2C)CC1	-2.9	-4.4	102.3	0.3	-7.4	8.6	1.5	1.5	-0.6	-6.2	-1.4
C[C@H](NC(=O)c1ccccc1)C(=O)OCC(=O)c1c[nH]c2ccccc12	5.2	-3.1	106.3	-2.3	0.8	13.4	1.2	-0.3	-0.9	-16.2	-3.6
Cc1c(Cl)cnc(NC(=O)COC(=O)Cc2coc3ccc4ccccc4c23)c1Cl	47.9	1.6	108.4	-12.3	-5.0	3.3	1.3	0.8	-3.1	-17.0	-0.6
CCCCn1c(N)c(N(CCOC)C(=O)c2ccc(Cl)c(S(=O)(=O)N3CCCCC3)c2)c(=O)[nH]c1=O	697.6*	0.2	99.8	-37.2	6.5	0.9	0.2	-0.2	1.3	-6.7	-0.2
Cc1c(C(=O)Nc2ccncc2)oc2ccccc12	31.9	2.5	.	-12.3	3.5	-11.5	0.2	0.1	3.1	-23.1	2.2
CCN(CC(=O)Nc1ccccc1OC)C(=O)c1ccccc1Sc1ccccc1C#N	7.6	2.4	93.8	11.4	-9.4	7.9	1.4	-1.2	0.2	1.8	-2.0
CCn1nc(C)c(NC(=O)/C=C/c2ccc(OC)c(COc3ccc(Br)cc3)c2)c1C	9.9	0.2	91.5	-18.1	-10.7	4.8	-0.8	-0.8	-0.2	-30.8	-1.0
CN(CC(=O)Nc1ccccc1C(F)(F)F)C(=O)c1cc([N+](=O)[O-])ccc1N1CCOCC1	0.9	2.6	100.2	-5.2	1.3	8.6	3.0	-2.5	-1.2	-7.5	-1.7
CCCC(=O)Nc1ccc(C(=O)NNC(=S)NC(=O)c2cccs2)cc1	-1.3	-2.0	86.6	-16.4	-0.8	18.1	-7.1	-3.5	-4.4	5.2	-3.3
Brc1c(CSc2nncn2-c2ccccc2)nc2sccn12	109.9	-3.9	100.2	29.9	0.2	13.1	1.6	0.7	-2.5	35.4	-2.4
CCC(C)NC(=O)C(NS(=O)(=O)c1cccc2nsnc12)c1ccccc1 (stereo unspecified)	4.5	4.0	110.6	-7.0	-8.2	2.5	2.6	5.0	0.3	-3.3	-0.5
CC(C)OC(=O)/C(C#N)=C/c1ccc(-c2ccc(SC(F)F)cc2)o1	0.0	0.2	99.2	7.8	2.8	1.9	-0.5	2.8	-0.2	9.1	-0.4
CCc1ccc(N2CC(C(=O)Nc3ccc(S(=O)(=O)N4CCOCC4)cc3)CC2=O)cc1 (stereo unspecified)	-11.6	-3.3	95.0	-8.9	0.4	2.7	4.7	0.2	0.4	.	-0.5
Cc1ccc(S(=O)(=O)CCC(=O)Nc2nc(-c3cccnc3)cs2)cc1	18.2	2.4	91.4	-15.1	-0.1	-6.5	3.5	2.7	-2.2	5.7	1.3
CN1C(=O)N(C)C(NC(=O)Nc2ccccc2)C1NC(=O)Nc1ccccc1 (stereo unspecified)	11.5	7.5	112.6	-29.8	-2.6	7.9	1.8	2.2	2.6	10.8	-1.8
CCOC(=O)c1nnn(CC(=O)NC(=O)Nc2cccc(CC)c2)c1C(=O)OCC	-10.0	3.9	102.3	17.8	-16.2	-5.6	-2.2	2.1	-1.4	-8.9	1.1
CC1(C)CC(NC(=O)C2CCC(=O)N(Cc3ccccc3F)C2)CC(C)(C)C1 (stereo unspecified)	.	1.0	107.0	-10.9	-4.0	-0.8	1.9	.	.	21.5	0.1
C#CCOC(=O)c1cc(Cl)c(=O)n(Cc2ccc(Cl)cc2Cl)c1	-1.1	2.1	92.7	-8.1	-22.6	2.8	4.3	-3.9	2.0	-43.7	-0.6
CCOc1ccccc1C1NC(=O)NC(C)=C1C(=O)OCc1ccco1 (stereo unspecified)	-17.2	7.9	98.8	-7.8	-12.6	2.0	1.8	-2.0	-3.7	-16.7	-0.3
Cc1ccccc1C1c2[nH]c3ccccc3c2C[C@H]2C(=O)N(C3CC3)CC(=O)N12 (stereo partly specified)	-3.1	-2.0	88.0	7.3	-13.2	10.4	3.4	0.2	0.8	-22.9	-2.0
COc1ccc(CN2CCN(C(=O)CC(C)C)CC2)c2ccccc12	.	-0.7	98.9	7.0	8.1	1.9	-1.7	-1.3	-3.5	12.2	-0.3
CCOC(=O)c1[nH]c(C)c(/C=N/O)c1C	27.0	1.2	111.6	8.2	-5.5	8.6	3.7	1.1	-2.3	-2.1	-1.9
COCCCn1c(=O)c2sccc2n2c(CCCC(=O)NCC3CCCO3)nnc12 (stereo unspecified)	-1.6	-4.9	.	18.4	-2.3	5.6	1.4	1.2	0.6	-10.7	-1.1
CSC1=N/C(=C\c2cccnc2)C(=O)N1c1ccccc1	-9.2	-0.3	130.2	1.4	3.2	20.7	3.6	0.7	1.1	17.2	-3.8
Cc1ccc(OC(C)C(=O)N(C)c2ccccc2)c([N+](=O)[O-])n1 (stereo unspecified)	7.3	3.7	98.4	-8.9	-7.8	12.8	1.8	3.7	1.1	-11.8	-3.2
Cc1ccc(C2CC2/C(=N/O)c2ccc(F)cc2)cc1 (stereo unspecified)	-5.7	5.1	97.3	-20.0	-1.7	-41.3	0.4	3.0	1.0	-8.9	7.5
COc1ccc(Cn2nnnc2C(c2cccs2)N2CCSCC2)cc1 (stereo unspecified)	12.7	-3.9	106.0	28.6	-4.5	1.6	2.8	0.8	2.2	8.5	-0.3

Laid out differently: entries from further up.
| Compound | SUMO Mot1 rescue | HTR5A ag | Pemphigus Ab inh | HTR5A inv ag | PKA-R1A act | OPRM1-OPRD1 inv | phage Ecoli inh | AddAB inh | Ecoli viability | PfHsp90 yeast 2 | OPRM1-OPRD1 ag |
| --- | --- | --- | --- | --- | --- | --- | --- | --- | --- | --- | --- |
| C#CCOC(=O)c1cc(Cl)c(=O)n(Cc2ccc(Cl)cc2Cl)c1 | -1.1 | 2.1 | 92.7 | -8.1 | -22.6 | 2.8 | 4.3 | -3.9 | 2.0 | -43.7 | -0.6 |
| CCOc1ccccc1C1NC(=O)NC(C)=C1C(=O)OCc1ccco1 (stereo unspecified) | -17.2 | 7.9 | 98.8 | -7.8 | -12.6 | 2.0 | 1.8 | -2.0 | -3.7 | -16.7 | -0.3 |
| Cc1ccccc1C1c2[nH]c3ccccc3c2C[C@H]2C(=O)N(C3CC3)CC(=O)N12 (stereo partly specified) | -3.1 | -2.0 | 88.0 | 7.3 | -13.2 | 10.4 | 3.4 | 0.2 | 0.8 | -22.9 | -2.0 |
